Source: PubChem
M. tuberculosis = growth inhibition of non-replicating M. tuberculosis (AID 488890). Mycobacterium tuberculosis non-replicating, growth inhibition; higher % means a stronger effect. inhibition, % at 25 µM, or IC50 in µM where a hit was titrated. hit rate 0.39% among 320,000; in the data active = a potency from the dose series; inconclusive = inhibition mostly from about 82% at the one dose, without a potency; inactive = the rest, 99 in 100 with inhibition below about 76%;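 also: plate controls were DMSO cells for no effect and high antibiotic wells for full effect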
VEEV TC-83 Vero = inhibitors of VEEV TC-83 cytopathic effect, confirmation, Vero cells (AID 588727) | Vero cells, VEEV TC-83 cytopathic effect inhibition; higher % means a stronger effect | inhibition, % at 20 µM; hits with a dose series show IC50 in µM | hit rate 0.13% among 350,000; in the data active = a potency from the dose series; inconclusive = inhibition mostly from about 14% at the one dose, without a potency; inactive = the rest, 99 in 100 with inhibition below about 12%; also: strong numbers were not always called active
H1N1 NS1A inhibition = NS1A inhibition, H1N1 influenza, cell based functional assay (AID 504329); inhibition, % at 12.5 µM; hits with a dose series show IC50 in µM; NS1A functional cell-based assay, percent inhibition; higher % means a stronger effect; hit rate 0.3% among 340,000; in the data active = a potency from the dose series; inconclusive = inhibition above about 27% without an active follow-up result; also: strong numbers were not always called active
H37Rv inhibition = M. tuberculosis growth inhibition, HTS (AID 449762). inhibition, % at 25 µM, or IC50 in µM where a hit was titrated. hit rate 0.59% among 330,000. M. tuberculosis H37Rv growth inhibition, 7H9 media; higher % means a stronger effect; in the data active = a potency from the dose series; inconclusive = inhibition above about 70% without an active follow-up result;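 also: bacterial growth assessed after seven days of incubation; strong numbers were not always called active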
Salmonella PhoP GFP = PhoP regulon inhibitors, Salmonella typhi PhoP promoter GFP reporter, confirmatory (AID 1850). inhibition, % at 50 µM; hits with a dose series show IC50 in µM. hit rate 0.33% among 310,000. Salmonella Typhi PhoP-promoter GFP reporter, fluorescence, 4 h; higher % means a stronger effect; in the data active = a potency from the dose series; inconclusive = inhibition mostly from about 25% at the one dose, without a potency; inactive = the rest, 99 in 100 with inhibition below about 19%;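 also: 0% = induced wells with vehicle and 100% = uninduced wells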
VEEV TC-83 Vero 10K pilot screen = further read-out of VEEV TC-83 Vero, marked with its call; inhibition, %; measured here: 10K pilot screen inhibition
The depositor's hits bear a star; i = inactive; ? = inconclusive; . = no result given; & = joins results of further samples.

SMILES	M. tuberculosis	VEEV TC-83 Vero	H1N1 NS1A inhibition	H37Rv inhibition	Salmonella PhoP GFP	others
Cc1cc(C)c(NC(=S)N(CCc2ccncc2)C(C)C)c(C)c1	6%	3.7%	5%	-12%	-14%
COc1ccc(NC(=S)N2CCCN(Cc3cccc(Cl)c3)C2)cc1	5%	1.4%	10%	0%	5%
COc1ccc2c(c1)NP(=S)(c1ccccc1)N2 (stereo not given)	.	9.4%	8%	.	.
Cc1nn(Cc2ccccc2)c(Cl)c1C(=O)NCc1ccco1	?	1.2%	8%	7%	-11%
CSCCC(NC(=O)c1ccccc1Cl)C(=O)N(C)Cc1cccs1 (stereo not given)	10%	6.9%	-9%	-5%	3%
CC(C)(C)OC(=O)N(Cc1ccccc1)Cc1cccc(OCc2cccc(NC(=O)C3CC3)c2)c1	.	i	-8%	.	.
Cc1nn(Cc2ccc(Cl)c(Cl)c2)c(C)c1NC(=O)c1cc(-c2ccco2)on1	12%	1.2%	-7%	2%	-2%	VEEV TC-83 Vero 10K pilot screen=2.8
CC(C)(C)OC(=O)NC(CCNC=C1C(=O)OC(C)(C)OC1=O)C(=O)O (stereo not given)	-3%	i	-20%	-2%	-6%
CCOC(=O)/C(N=Nc1sc(C(=O)OCC)c(C)c1C(=O)OCC)=C(\C)O	42%	.	.	1%	-3%
CCc1nc(N[C@@H](CC(C)C)C(=O)O)c2oc3ccccc3c2n1	17%	2.4%	-18%	4%	-6%
O=C(NN=Cc1ccccc1OC(F)F)c1ccc(NS(=O)(=O)c2cccs2)cc1	48%	5.2%	-18%	7%	.
CC(OC(=O)c1nc(-c2ccccc2)n(-c2ccccc2)n1)C(=O)Nc1cc(Cl)cc(Cl)c1 (stereo not given)	?	1.3%	-3%	-8%	-4%
COc1ccc(C(=O)NC2CCCc3ccccc32)cc1Br (stereo not given)	41%	8.2%	0%	11%	-8%
CCC(C)NC(=O)Cn1cnc2sc(C)cc2c1=O (stereo not given)	-9%	1.1%	-19%	-7%	2%
COc1cc(-c2c(-c3ccsc3)sc3ccccc23)cc(OC)c1OC	1%	7.2%	2%	10%	.
Cc1ccc2oc(C(=O)N(Cc3ccc(N(C)C)cc3)C3CCS(=O)(=O)C3)c(C)c2c1 (stereo not given)	22%	5.4%	17%	-12%	-7%
O=C(CC1C(=O)NCCN1CC1CCCCC1)NC1(c2ccccc2)CC1 (stereo not given)	18%	5.0%	-10%	-4%	1%
COc1ccc(C(=O)/C=C/c2ccc(OC)c(O)c2)c(F)c1	?	7.3%	1%	?	-11%
CC/C(O)=C1\C(=O)CC(c2ccccc2)CC1=NC(C)C (stereo not given)	25%	1.8%	-6%	5%	15%
CCN(C(=O)c1ccc(Br)cc1)c1ccccc1	-1%	0.6%	-5%	2%	5%
CC(C)OC(=O)Cn1nnc(-c2ccccc2)n1	69%	0.3%	2%	0%	2%
c1csc(-c2csc(-c3cccs3)n2)c1	19%	0.3%	-8%	7%	1%
CNC(=O)Nc1cc(C(C)(C)C)no1	3%	0.6%	4%	9%	5%
NC(=O)C12CCCC(Br)(CCC1)C2	-13%	0.1%	14%	-18%	8%
CCONC(=O)Nc1ccccc1[N+](=O)[O-]	2%	1.5%	-3%	0%	-4%

(cont.)
SMILES	M. tuberculosis	VEEV TC-83 Vero	H1N1 NS1A inhibition	H37Rv inhibition	Salmonella PhoP GFP	others
CSc1nc(-c2ccco2)nn1S(=O)(=O)c1ccccc1	?	.	.	28%	0%
Cc1cc(SCC(=O)N(C)c2c(N)n(Cc3ccccc3)c(=O)[nH]c2=O)nc2ccccc12	-2%	i	-11%	-4%	0%
O=C(O)c1ccccc1S(=O)CCO (stereo not given)	13%	1.2%	-6%	-3%	19%
Cc1nc2ccccc2c(=O)n1NC(=O)c1ccc(Cl)c([N+](=O)[O-])c1	-20%	0.7%	-6%	1%	-18%
COc1cccc(-n2c(CNc3ccc(F)cc3)nnc2SCC(N)=O)c1	2%	0.3%	-3%	-3%	-7%
CCc1cc2c(COC(=O)c3cccc(NS(C)(=O)=O)c3)cc(=O)oc2cc1O	26%	3.0%	2%	10%	5%
Cc1ccc(N=CC=C2OC(C)(C)C(C)(C)O2)cc1	57%	0.2%	1%	5%	6%
CC1=C(C(=O)N2CCC3(CC2)OCCO3)C2(CCC(C)CC2)OC1=O (stereo not given)	7%	i	-5%	-7%	-6%
COc1ccc(S(=O)(=O)n2nc(OC(=O)c3ccncc3)cc2N)cc1	-21%	1.9%	-2%	-4%	-1%
O=C(CN1C(=O)CSC1=O)Nc1ccccc1N1CCOCC1	-9%	3.2%	1%	-3%	-3%
COc1cc(OC)c(C2C(C#N)=C(N)Oc3cc(C)n(CCCN4CCOCC4)c(=O)c32)cc1OC (stereo not given)	-2%	2.8%	5%	-1%	-10%&-16%
O=C(c1cccs1)N1N=C(c2ccccc2)CC1c1ccc(O)cc1 (stereo not given)	16%	8.7%	-2%	0%	-7%
COc1cccc(CN(C)C(=O)C2CSC3(C)CCC(=O)N23)c1OC (stereo not given)	-21%	i	-20%	-10%	.
Clc1ccc(COc2ccccc2-c2ccnc3ncnn23)cc1	-3%	6.4%	-4%	5%	-20%
CC(C)c1ccc(N(CC(=O)NCCSCc2ccco2)S(C)(=O)=O)cc1	12%	1.5%	0%	2%	7%
COC(=O)c1ccc(OC(=O)c2cnccn2)cc1	7%	0.4%	1%	-2%	8%
Cc1csc(NC(=O)CSc2nnc3c4ccccc4nc(C(C)(C)C)n23)n1	15%	i	-10%	8%	-6%
CSc1ncc(Cl)c(C(=O)Nc2ccccc2[N+](=O)[O-])n1	9%	0.5%	-1%	2%	-3%
COc1cccc(C=NNC(=O)c2ccncc2)c1O	.	4.7%	6.3µM*	.	.
CCOc1ccc(N(CC(=O)Nc2ccc(CC)cc2)S(=O)(=O)c2c(C)[nH]c(=O)[nH]c2=O)cc1	19%	2.5%	2%	0%	0%
Cc1c(NS(=O)(=O)c2cccc3nsnc23)c(=O)n(-c2ccccc2)n1C	-6%	i	9%	4%	-2%
CCOc1ccc(C2C(C(=O)Nc3ccc(F)cc3)=C(C)Nc3nc(CCCO)nn32)cc1 (stereo not given)	17%	i	5%	-6%	4%
CCOC(=O)Nc1ccc(S(=O)(=O)NCc2ccccc2)cc1	-1%	0.4%	-1%	-2%	-6%
Cc1ccc(NC(=O)c2ccc3nc[nH]c3c2)c(O)c1	1%	2.8%	1%	4%	1%
OCCN1CCN(c2nnc(-c3ccccc3)c3ccccc23)CC1	11%	1.2%	4%	3%	4%

Other structures:
SMILES	M. tuberculosis	VEEV TC-83 Vero	H1N1 NS1A inhibition	H37Rv inhibition	Salmonella PhoP GFP	others
O=[N+]([O-])c1cccc(N/N=C/c2cc([N+](=O)[O-])ccc2O)c1	13%	0.4%	1%	?	4%
CC(OC(=O)c1ccc(NC(=O)CC#N)cc1)C(=O)Nc1ccc2c(c1)OCCO2 (stereo not given)	20%	4.0%	-13%	3%	6%
O=C(NC1CCCCCCC1)c1ccco1	72%	2.4%	-22%	-2%	-1%
COCCn1c(=NC(=O)CSC(C)=O)sc2cc(OC)ccc21	73%	1.2%	4%	-1%	-5%
O=C(Nc1nc(-c2ccncc2)cs1)c1ccc(S(=O)(=O)N2CCOCC2)cc1	3%	1.2%	-14%	0%	1%
COc1ccc(OC)c(NC(=O)CCn2c(=S)[nH]c3ccccc3c2=O)c1	1%	1.9%	3%	3%	11%
COc1cc(C(=S)N2CCCC2)cc(OC)c1O	26%	i	0%	0%	-5%
CN(C)c1ccc(Nc2ncnc3ccc(Br)cc23)cc1	?	2.5%	-21%	?	-8%
COc1ccc(Sc2nc3ccccc3n3c(C(F)(F)F)nnc23)cc1	-1%	1.7%	-6%	3%	8%
COc1ccc(CCNC(=O)COC(=O)CCC(=O)c2ccc(F)cc2)cc1OC	1%	0.6%	-7%	-7%	-7%
CC1Cc2ccccc2N1Cc1nc2cc(Cl)ccc2c(=O)[nH]1 (stereo not given)	20%	3.4%	0%	-5%	-23%
CC(=O)Nc1cc([N+](=O)[O-])ccc1N1CCOCC1	8%	i	3%	4%	-2%
CC1CC(C)CN(CCCn2c(=S)[nH]c3ccccc3c2=O)C1 (stereo not given)	-7%	0.5%	-1%	-9%	4%
COc1cc(-c2nnc(NC(=O)CS(=O)(=O)c3ccc(F)cc3)o2)cc(OC)c1OC	-9%	4.1%	-10%	5%	-2%
CCc1ccccc1NC(=O)CCS(=O)(=O)c1ccc(C)cc1	-5%	0.7%	-5%	6%	-12%
CCOC(=O)c1c(NC(=O)CCN2C(=O)c3ccccc3C2=O)sc(C(=O)OC(C)C)c1C	0%	2.9%	8%	-2%	7%
OCC1CCCCN1CCNCc1cn[nH]c1-c1cccc2ccccc12 (stereo not given)	38%	i	-2%	-7%	-5%
CCSc1ccc([C@@H]2[C@@H]3C(=O)N(C)C(=O)[C@@H]3[C@]3(C(=O)OC)CCCCN23)cc1OC	11%	0.5%	6%	6%	.
Cc1cccc(CC(C)NC(=O)c2cc(COc3ccc(C)c(C)c3)on2)n1 (stereo not given)	53%	7.1%	-5%	14%	-1%
CCn1nc(C)c(C(=O)Nc2cc(Oc3ccc(Cl)cc3)cc([N+](=O)[O-])c2)c1C	-2%	i	3%	9%	-1%
CCOC(=O)C1=C(C)Nc2nnnn2C1c1ccccc1Cl (stereo not given)	31%	4.6%	-5%	1%	-2%
COc1cc2c(CCNC(C)=O)c[nH]c2cc1Cl	-1%	i	2%	6%	1%
CCC(N)Cc1c[nH]c2ccccc12 (stereo not given)	.	0.2%	-4%	.	.
O=C(CCl)N(c1ccccc1)c1ccccc1	.	?	-1%	.	.
O=C(COC(=O)C1(c2ccc(F)cc2)CCCC1)N1CCNC1=O	20%	i	-8%	-2%	.

Ordered by molar mass (lowest first): six of the compounds above
SMILES	M. tuberculosis	VEEV TC-83 Vero	H1N1 NS1A inhibition	H37Rv inhibition	Salmonella PhoP GFP	others
CC(=O)Nc1cc([N+](=O)[O-])ccc1N1CCOCC1	8%	i	3%	4%	-2%
OCCN1CCN(c2nnc(-c3ccccc3)c3ccccc23)CC1	11%	1.2%	4%	3%	4%
COc1ccc(Sc2nc3ccccc3n3c(C(F)(F)F)nnc23)cc1	-1%	1.7%	-6%	3%	8%
COc1cccc(-n2c(CNc3ccc(F)cc3)nnc2SCC(N)=O)c1	2%	0.3%	-3%	-3%	-7%
Cc1csc(NC(=O)CSc2nnc3c4ccccc4nc(C(C)(C)C)n23)n1	15%	i	-10%	8%	-6%
COc1cc(OC)c(C2C(C#N)=C(N)Oc3cc(C)n(CCCN4CCOCC4)c(=O)c32)cc1OC (stereo not given)	-2%	2.8%	5%	-1%	-10%&-16%

Next part.
SMILES	M. tuberculosis	VEEV TC-83 Vero	H1N1 NS1A inhibition	H37Rv inhibition	Salmonella PhoP GFP	others
CCN(C(=S)NC(=O)Cc1ccc(OC)cc1)c1ccccc1	19%	1.4%	-18%	-4%	12%
Cc1cccc(Nc2c3c(nc4ccccc24)CCC3)c1	66%	0.9%	.	65%	35µM*
Cc1ccc(S(=O)(=O)NC(=O)c2ccc(F)cc2)c(C)c1	10%	1.0%	-6%	-4%	-11%
CCN(Cc1ccccc1)S(=O)(=O)c1cc(C(=O)NC2CCCCCC2)ccc1OC	26%	0.5%	-8%	-2%	-3%
S=C(Nc1ccccc1)Nc1ccc(Br)cn1	50%	i	9%	5%	-4%
O=C(O)CC(NS(=O)(=O)c1c(F)cc(F)cc1Br)c1ccccc1Cl (stereo not given)	-13%	0.1%	0%	-8%	-16%
CN(C)c1ccc(C(=O)Nc2ccc(O)c3c(=O)cc(-c4ccccc4Cl)oc23)cc1	.	8.8%	8%	1%	7%
OCCC1CN(Cc2ccc(-n3cccn3)cc2)CCN1Cc1ccccc1 (stereo not given)	6%	0.1%	-1%	9%	12%
CC(C)CC(=O)N1CCC(O)(CS(=O)(=O)Cc2ccc(Cl)cc2)CC1	8%	3.0%	1%	8%	-1%
NC1C=CC=C(C(=O)O)C1 (stereo not given)	-8%	1.5%	1%	5%	3%
COc1ccc(CN(C)c2nc(-c3cccnc3)nc3ccccc23)cc1OC	1%	.	.	-1%	4%

4 compounds drawn at random from those above:
SMILES	M. tuberculosis	VEEV TC-83 Vero	H1N1 NS1A inhibition	H37Rv inhibition	Salmonella PhoP GFP	others
COc1ccc2c(c1)NP(=S)(c1ccccc1)N2 (stereo not given)	.	9.4%	8%	.	.
CCc1cc2c(COC(=O)c3cccc(NS(C)(=O)=O)c3)cc(=O)oc2cc1O	26%	3.0%	2%	10%	5%
CSCCC(NC(=O)c1ccccc1Cl)C(=O)N(C)Cc1cccs1 (stereo not given)	10%	6.9%	-9%	-5%	3%
O=C(Nc1nc(-c2ccncc2)cs1)c1ccc(S(=O)(=O)N2CCOCC2)cc1	3%	1.2%	-14%	0%	1%
